H1N1 NS1A inhibition – H1N1 influenza NS1A inhibitors, functional cell based assay (AID 504329); NS1A functional cell-based assay, percent inhibition; higher % means a stronger effect; inhibition, % at 12.5 µM; hits with a dose series show IC50 in µM; 340,000 compounds, 0.3% hits; in the data active = a potency from the dose series; inconclusive = inhibition above about 27% without an active follow-up result; also: strong numbers were not always called active
Salmonella PhoP GFP – PhoP regulon inhibitors, Salmonella typhi PhoP promoter GFP reporter, confirmatory (AID 1850). Salmonella Typhi PhoP-promoter GFP reporter, fluorescence, 4 h; higher % means a stronger effect. one-dose inhibition, % at 50 µM; IC50 in µM for titrated hits. 310,000 compounds, 0.33% hits; in the data active = a potency from the dose series; inconclusive = inhibition mostly from about 25% at the one dose, without a potency; inactive = the rest, 99 in 100 with inhibition below about 19%;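 also: 0% = induced wells with vehicle and 100% = uninduced wells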
VEEV TC-83 Vero – inhibitors of VEEV TC-83 cytopathic effect, confirmation, Vero cells (AID 588727); Vero cells, VEEV TC-83 cytopathic effect inhibition; higher % means a stronger effect; one-dose inhibition, % at 20 µM; IC50 in µM for titrated hits; 350,000 compounds, 0.13% hits; in the data active = a potency from the dose series; inconclusive = inhibition mostly from about 14% at the one dose, without a potency; inactive = the rest, 99 in 100 with inhibition below about 12%; also: strong numbers were not always called active
tuberculosis growth – growth inhibition of non-replicating M. tuberculosis (AID 488890) | Mycobacterium tuberculosis non-replicating, growth inhibition; higher % means a stronger effect | inhibition, % at 25 µM, or IC50 in µM where a hit was titrated | 320,000 compounds, 0.39% hits; in the data active = a potency from the dose series; inconclusive = inhibition mostly from about 82% at the one dose, without a potency; inactive = the rest, 99 in 100 with inhibition below about 76%;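 also: plate controls were DMSO cells for no effect and high antibiotic wells for full effect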
M. tuberculosis HTS – M. tuberculosis growth inhibition, HTS (AID 449762). M. tuberculosis H37Rv growth inhibition, 7H9 media; higher % means a stronger effect. inhibition, % at 25 µM, or IC50 in µM where a hit was titrated. 330,000 compounds, 0.59% hits; in the data active = a potency from the dose series; inconclusive = inhibition above about 70% without an active follow-up result;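 also: bacterial growth assessed after seven days of incubation; strong numbers were not always called active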
VEEV TC-83 Vero 10K pilot screen – also measured in VEEV TC-83 Vero; calls as there; inhibition, %; measured here: 10K pilot screen inhibition
* hit, by the source's call; i = inactive; ? = inconclusive; . = not tested or not shown.

SMILES | H1N1 NS1A inhibition | Salmonella PhoP GFP | VEEV TC-83 Vero | tuberculosis growth | M. tuberculosis HTS | others
COc1cc(SC)ccc1C(=O)NCCCn1ccnc1 | -6% | 0% | 0.1% | -5% | 0%
COc1ccc(-c2onc3ccc(C(=O)/C=C/N(C)C)cc23)cc1 | 8% | -9% | 2.9% | 32% | 7%
CCN(CC)C(=O)c1cn(CCC#N)nc1-c1ccc2c(c1)OCCO2 | -8% | -2% | 1.8% | -4% | 5%
COc1ccc(Cc2nc(-c3ccc(-n4cccc4)cc3)no2)cc1OC | 7% | -7% | i | -1% | 1%
COc1cccc(C(=O)Cn2c(NCCO)nc3ccccc32)c1 | 9% | 15% | 1.1% | 4% | -4%
CN(CC(=O)Nc1ccccc1Cl)C(=O)c1ccc(N2C(=O)CCC2=O)cc1 | -9% | . | 0.3% | . | .
Cc1cccc(OCC(=O)Nc2ccc3nc(C)sc3c2)c1 | -6% | -7% | 2.6% | 75% | ?
CC(C)C(=O)Nc1nnc(SCC(=O)NC2CCCC2)s1 | -5% | 8% | 4.9% | 3% | -2%
Cc1ccc2c(cnn2C(=O)CCCC(=O)NCc2ccc(F)cc2)c1 | 28% | -10% | 0.8% | 38% | -4%
Cc1cnc(=O)[nH]c1SCc1ccccc1F | -5% | -17% | 1.7% | 14% | 0%
CC1=C2CCC3C(CCC4=CC(=O)CCC43C)C2CC1 (configuration not stated) | 0% | . | i | . | .
COC(=O)c1cc2oc(C)cc2n1CC(=O)Nc1cc(C)cc(C)c1 | -6% | -15% | 1.4% | -3% | -3%
O=C(c1c[nH]c2ccccc12)N1CCOCC1 | -11% | -5% | 1.1% | 3% | 8%
Cc1ccc2nc(C)c(C(=O)N/N=C/c3cccc([N+](=O)[O-])c3)cc2c1 | -5% | -7% | 4.8% | -10% | 1%
COC(=O)c1c(NC(=O)C(C)(C)C)sc2c1CCN(Cc1ccccc1)C2 | -14% | 8% | 6.2% | 5% | -5%
Cn1c(=O)n(Cc2ccccc2)c(=O)c2c1nc(NCC1CCCO1)n2Cc1ccccc1 (configuration not stated) | 10% | 4% | i | 6% | -6%
CCn1c(=S)sc2c(=O)[nH]c(SCC(=O)Nc3cc(OC)ccc3OC)nc21 | -2% | 2% | 1.4% | 32% | -3%
CC(=O)C1=C(O)C(=O)N(c2nccs2)C1c1ccc(Br)cc1 (configuration not stated) | -13% | 2% | 0.2% | 17% | -4%
CN1C(=O)CSc2ccc(NC(=O)NCc3cccnc3)cc21 | 0% | 6% | i | 10% | -14%
CC1(C)C(C(=O)N2CCN(C(=O)c3ccccc3)CC2)C1(C)C | -13% | -7% | i | 0% | 0%
Cc1nn(-c2ccccc2)c(N2CCCC2)c1/C=N/Nc1ccc(S(=O)(=O)Nc2ccccc2)cc1[N+](=O)[O-] | 13% | 4% | 6.7% | 0% | 9%
NC(=O)c1ccc[n+]([C@H]2O[C@@H](COP(=O)([O-])OP(=O)(O)OC[C@H]3O[C@@H](n4cnc5c(N)ncnc54)[C@H](O)[C@@H]3O)[C@H](O)[C@@H]2O)c1 | -7% | 25% | 0.9% | -21% | 8%
CCc1cc2c(=O)oc(-c3ccc(Br)cc3)nc2s1 | 4% | . | 3.5% | . | .
C/C(=N\NC(=O)C1CC1)c1ccccc1Br | -8% | 1% | i | 2% | -2%
COC(=O)COc1cccc(NC(=O)c2cccc(C)c2)c1 | -18% | 1% | 0.5% | 9.3µM* | ?
CCOCC(=O)Nc1nc(-c2ccccc2)c(CC)s1 | -5% | 2% | i | 48% | -4%
CCN(CC)CCCN=Cc1c(O)n(CCc2ccc(OC)c(OC)c2)c(=O)[nH]c1=O | -5% | 3% | 5.6% | 4% | 10%
CCOc1cccc(CN2CCC(Oc3ccc(C(=O)NCc4ccccn4)cc3)CC2)c1 | -11% | -13% | 3.0% | 13% | -8%
CN(C)CCCN1C(=O)c2oc3ccccc3c(=O)c2C1c1cccs1 (configuration not stated) | -6% | -5% | 10% | 6% | -3%
Cc1c(Cl)cccc1NC(=O)CC1SC(=NCC2CCCO2)NC1=O (configuration not stated) | 8% | -5% | 1.6% | -25% | -9%

2 entries drawn at random from the list so far:
SMILES | H1N1 NS1A inhibition | Salmonella PhoP GFP | VEEV TC-83 Vero | tuberculosis growth | M. tuberculosis HTS | others
CN1C(=O)CSc2ccc(NC(=O)NCc3cccnc3)cc21 | 0% | 6% | i | 10% | -14%
CCN(CC)CCCN=Cc1c(O)n(CCc2ccc(OC)c(OC)c2)c(=O)[nH]c1=O | -5% | 3% | 5.6% | 4% | 10%

Other compounds:
SMILES | H1N1 NS1A inhibition | Salmonella PhoP GFP | VEEV TC-83 Vero | tuberculosis growth | M. tuberculosis HTS | others
COc1ccc(CNC(=O)C2(CC3CC(c4ccccc4)=NO3)CCN(C(=O)CCCCCBr)CC2)cc1 (configuration not stated) | -11% | 5% | i | 3% | -4%
Cc1cc(C)c(S(=O)(=O)NCc2ccc3c(c2)cc(C)n3C)c(C)c1 | 22% | -6% | 1.9% | 49% | -3%
O=C1c2ccccc2C(Nc2ccc3nc(-c4cccnc4)[nH]c3c2)N1Cc1ccco1 (configuration not stated) | -8% | -5% | 10% | 49% | 3%
COc1cccc(C(=O)NCCSc2ccc(Br)cc2)c1 | 6% | 8% | 1.0% | 7% | 1%
CCOC(=O)N1CCc2c(sc3nc[nH]c(=O)c23)C1 | 0% | -11% | 0.8% | -5% | -3%
CCOC(=O)C1CCCN(Cc2cccs2)C1 (configuration not stated) | -12% | 21% | i | 25% | 5%
O=S(=O)(Nc1ccc(Cl)cc1NS(=O)(=O)c1ccccc1)c1ccccc1 | 4% | . | 7.1% | . | .
Brc1ccc(C2NCCS2)cc1 (configuration not stated) | -4% | 10% | 0.2% | 0% | -11%
CC(=O)c1sc(NC(=O)c2cccc(N3C(=O)CCC3=O)c2)nc1-c1ccccc1 | -16% | -1% | 2.1% | -5% | 3%
COc1cc(C(=O)NCc2nnc(SCC(=O)NCc3ccco3)o2)cc(OC)c1OC | 5% | -5% | 1.1% | 0% | -5%
CCS(=O)(=O)c1nc(S(=O)(=O)c2ccc(Cl)cc2)c(NCCOC)s1 | -9% | 4% | i | 4% | 1%
CC1CCCC(C)N1C(=O)CSc1nnnn1-c1cccc2c1CCCC2 (configuration not stated) | 14% | -1% | 2.1% | 30% | -3%
O=C(Cc1ccccc1[N+](=O)[O-])NNC(=O)Nc1ccc2c(c1)OCO2 | -13% | -2% | 2.0% | 0% | -8%
CCc1ccc(NC(=O)C(C)Sc2nc(-c3ccco3)c(C#N)c(=O)[nH]2)cc1 (configuration not stated) | 8% | 4% | i | 12% | -4%
O=C1CCC(=O)N1c1ccc(S(=O)(=O)Nc2cccc([N+](=O)[O-])c2)cc1 | 0% | -10% | 1.1% | -2% | 3%
COc1ccc(NC(=O)Nc2ncccc2C)cc1 | 5% | -7% | 6.2% | -3% | -8%
COc1cc(/C=C2\C(=O)N(c3ccccc3)N=C2C)ccc1Oc1ccc([N+](=O)[O-])cc1[N+](=O)[O-] | -1% | -11% | i | 37% | 1%
CCN(CC)C1=NC(=[N+](CC)CC)c2ccccc21 | 5% | 3% | i | 1% | -10% | VEEV TC-83 Vero 10K pilot screen=0.0
COc1ccc(C(NC(=O)CN2C(=O)NC3(CCc4ccccc43)C2=O)c2ccc(OC)cc2)cc1 (configuration not stated) | -9% | . | 9.1% | . | .
COc1ccccc1-c1cccc([C@@H]2C[C@H]3[C@H](CON3C)CN2Cc2ccccc2)c1 | -10% | . | 1.2% | . | .
O=C(O)C1C2c3ccccc3C(O)C1(C(=O)O)c1ccccc12 (configuration not stated) | -15% | . | 4.4% | . | .
O=C1CCCCC1(O)Cc1ccc2c(c1)OCO2 (configuration not stated) | 0% | . | i | . | .
C/C(=N\NC(=S)NCc1ccccc1)c1ccccc1 | 7% | -1% | 0.6% | ? | ?
COc1ccc(S(=O)(=O)N(C)c2ccc(C(=O)NC3CC3)cc2)cc1 | -3% | -3% | 2.4% | -11% | 0%
COc1cc(OC)cc(C(=O)NC(C)CCc2ccccc2)c1 (configuration not stated) | 2% | -4% | 1.2% | 24% | -2%
C=Cn1ccnc1P(=S)(c1c(C)nn(-c2ccccc2)c1C)c1nccn1C=C | -5% | 7% | i | 16% | -19%
COc1cc(/C=N/NC(=O)c2cccc3ccccc23)cc(OC)c1O | -3% | -2% | 9.1% | 4% | -12%
CC1=C(C(=O)OCC(Cl)(Cl)Cl)N2C(=O)C(NC(=O)Cc3ccccc3)C2SC1 (configuration not stated) | -7% | -15% | 0.3% | 18% | 9%
O=C(Cc1cccs1)NCc1ccco1 | -1% | -2% | i | -1% | -2%
O=C(Nc1ccc(F)cc1)c1oc2ccccc2c1NC(=O)C1CC1 | -7% | -4% | 4.7% | -10% | 6%

Not a retest: five of the compounds above.
SMILES | H1N1 NS1A inhibition | Salmonella PhoP GFP | VEEV TC-83 Vero | tuberculosis growth | M. tuberculosis HTS | others
COc1ccc(NC(=O)Nc2ncccc2C)cc1 | 5% | -7% | 6.2% | -3% | -8%
COc1cc(/C=C2\C(=O)N(c3ccccc3)N=C2C)ccc1Oc1ccc([N+](=O)[O-])cc1[N+](=O)[O-] | -1% | -11% | i | 37% | 1%
CCN(CC)C1=NC(=[N+](CC)CC)c2ccccc21 | 5% | 3% | i | 1% | -10% | VEEV TC-83 Vero 10K pilot screen=0.0
COc1ccc(C(NC(=O)CN2C(=O)NC3(CCc4ccccc43)C2=O)c2ccc(OC)cc2)cc1 (configuration not stated) | -9% | . | 9.1% | . | .
COc1ccccc1-c1cccc([C@@H]2C[C@H]3[C@H](CON3C)CN2Cc2ccccc2)c1 | -10% | . | 1.2% | . | .

Carrying on:
SMILES | H1N1 NS1A inhibition | Salmonella PhoP GFP | VEEV TC-83 Vero | tuberculosis growth | M. tuberculosis HTS | others
Cc1cc(C)c(C)c(S(=O)(=O)N2CCN(c3ccc(O)cc3)CC2)c1C | 4% | -11% | 0.1% | 17% | -1%
O=C(COc1cc(F)ccc1[N+](=O)[O-])Nc1cccc(Br)c1 | 2% | 11% | 1.8% | 0% | -2%
Clc1ccc(OCc2cc(-c3ccccc3)no2)c(Cl)c1 | -9% | 8% | 0.2% | 12% | 9%
COc1ccnc(CSC(N)=Nc2ccc(F)cc2)c1 | 5% | -1% | 4.2% | ? | 0%
Cc1cc(C)cc(N(CC(=O)NC(C)C)C(=O)CCC(=O)Nc2ccccn2)c1 | -1% | -8% | 0.3% | 6% | 7%
COc1ccc(N2CCN(C(=O)CN3CCN(c4nc(-c5ccc(F)cc5)cs4)CC3)CC2)cc1 | -7% | 0% | 2.7% | 19% | 8%
COc1cccc(NC(=O)CCNS(=O)(=O)c2ccc3c(c2)CC(C)N3C(=O)C2CC2)c1 (configuration not stated) | -6% | -5% | 3.6% | 6% | -13%
CCN1CCN(C(c2cccs2)C(C)NS(=O)(=O)c2ccc(F)cc2)CC1 (configuration not stated) | 24% | 4% | 1.4% | 15% | 1%
COc1ccccc1C(c1nnnn1C(C)(C)C)N1CCN(Cc2ccncc2)CC1 (configuration not stated) | -17% | 3% | i | -13% | -2%
O=C(CCCN1C(=O)C2CC=CCC2C1=O)Nc1ccccc1F (configuration not stated) | 0% | -9% | 3.4% | -9% | 6%
N#CCC(=N)N1CCN(c2cccc(Cl)c2)CC1 | -9% | 0% | 1.1% | 13% | -1%
O=C(COc1ccc2oc(-c3ccco3)cc(=O)c2c1)N1CCCCC1 | -10% | 11% | 1.8% | 11% | -5%
O=C1CCC(=O)N(O)CCCCCNC(=O)CCC(=O)N(O)CCCCNC(=O)CCC(=O)N(O)CCCCCN1 | -1% | 18% | 0.1% | 2% | -3%
O=c1[nH]cnc2c1c(-c1ccccc1)cn2-c1ccc(F)cc1 | 9% | -2% | 4.2% | 33% | 4%
COc1ccc(C(=O)NCCNC(=O)c2ccc(OC)cc2)cc1 | -3% | 1% | 2.1% | -13% | 5%
O=C(Nc1ccc(Cc2ccc(NC(=O)C3CC3)c(O)c2)cc1O)C1CC1 | -5% | -20% | 2.1% | 15% | -7%
Cc1nc(C(=O)NNC(=O)c2c(-c3c(Cl)cccc3Cl)noc2C)cs1 | -2% | -5% | 1.3% | 31% | ?
CCC(C(=O)N1CCOCC1)n1nc(C)n2c(cc3cc(C)ccc32)c1=O (configuration not stated) | -1% | 8% | 0.7% | -7% | 3%
O=C(O)CC(C(=O)N(c1ccccc1)c1ccccc1)N1CCOCC1 (configuration not stated) | 0% | 1% | 0.9% | 10% | -3%
CC(=O)c1cccc(OCc2cc(C(=O)N(C)CCc3cnn(C)c3)no2)c1 | 12% | -4% | i | -1% | 2%
COc1ccccc1CNC(=O)c1cnccn1 | 7% | -1% | 1.4% | 41% | -3%
Clc1ss/c(=N\c2ccccn2)c1Cl | 4% | -11% | 2.3% | 17% | 1%

Assay outcomes (PubChem BioAssay)
